Screening results deposited in PubChem by National Center for Advancing Translational Sciences (NCATS).
S2 tox: reduces viability in counter-screen for ATXN expression inhibitors; S2 cells (HEK-293 line with an ATXN2-luciferase reporter) viability, CellTiter-Fluor protease fluorescence, 24 h; Potency, µM (titrated, usually from 56.7 µM), hits mostly cytotoxic; 0.49% of 400,000 active; AID 651635; further: potency means the concentration at half of the fitted maximal effect; nearly all actives have a fitted effect of over 40% in size
IL-1B inflam inh: inhibitors of inflammasome signaling (IL-1 beta secretion); THP-1 LPS/ATP IL-1B secretion, AlphaLISA, 16 h; active compounds read low; activity change, % at 57.5 µM; 4.7% of 360,000 active; AID 743279; in the data active means activity change below about -50%; inconclusive means mostly about -30% to -49%; further: on the % scale 0 is the no-effect control and ±100 the full control effect
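Secreted IL-1B measured by AlphaLISA bead assay after 16 h compound exposure of THP-1 cells; compounds (final up to 57.5 uM) added 1 h before LPS (250 ng/mL) and ATP (1.25 mM) stimulation; lower signal means less secretion.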
ATXN2 expr inh: ATXN2 expression inhibition; HEK-293 ATXN2-luciferase reporter, luminescence, 24 h; Potency, µM (highest dose often 57 µM), inactives show at the top dose activity change, negative = inhibition, most hits filed as inhibitors; 0.72% of 360,000 active; further: potency means the concentration at half of the fitted maximal effect; on the % scale 0 is the no-effect control and ±100 the full control effect; nearly all actives have a fitted effect of over 55% in size
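qHTS (up to 57 uM final) was run with 24 h compound exposure of reporter cells at 37 °C. Each well was multiplexed: SteadyGlo luminescence measured ATXN2-luciferase expression after a fluorogenic Gly-Phe-AFC viability readout (25 uM final).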
Nrf2 ARE act: activators of Nrf2 (ARE) signaling; AREc32 ARE-luciferase reporter (MCF7-derived line), luminescence, 24 h; 0.31% of 410,000 active; Potency, µM (highest dose often 46.1 µM), for inactives: top-dose activation, actives largely listed as activators; further: potency means the concentration at half of the fitted maximal effect; % of control where 0% means no effect; nearly all actives have a fitted effect of over 65% in size
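Reporter line AREc32 (ARE-Fluc), seeded overnight in OPTI-MEM with 5% FBS; compound pin-transferred, 24 hr at 37 deg C, 5% CO2; luminescent read-out.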
Nrf2 inh: inhibitors of Nrf2 signaling; A549 ARE-Fluc reporter, luciferase luminescence, 18-24 h; Potency, µM (series often up to 46 µM), for inactives: top-dose activity change, negative = inhibition, actives largely listed as inhibitors; 2.1% of 360,000 active; AID 504444; further: potency means the concentration at half of the fitted maximal effect; on the % scale 0 is the no-effect control and ±100 the full control effect; nearly all actives have a fitted effect of over 60% in size
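Nrf2 function is reported as luminescence of an ARE-controlled luciferase in A549 cells. Compounds were tested at several concentrations, and a CellTiter-Fluor read on the same wells flagged cytotoxicity.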
HepG2 tox: HepG2 cytotoxicity, counter-screen for TGF-b inhibitors; HepG2 CAGA-GFP viability, ATP luminescence, 18 h; Potency, µM (titrated, usually from 46.1 µM), without a hit: top-dose activity change, negative = cytotoxicity, most hits filed as cytotoxic; 0.76% of 410,000 active; AID 588856; further: potency means the concentration at half of the fitted maximal effect; some results filed as inactive show a strong effect at the top dose
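CellTiter-Glo luminescence gave cytotoxicity after 18 hours at 37 degrees C. The cells were HepG2 CAGA-GFP in 1% FBS DMEM, stimulated with 500 pg/mL TGF-beta after compound addition. %Activity was normalised to no-cell wells (complete cell-killing) and DMSO (no toxicity), and curves were fitted and classified.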
A549 tox: A549 cytotoxicity, counter-screen for Nrf2 inhibitors. A549 ARE-Fluc cells, CellTiter-Fluor viability, 18-24 h. Potency, µM (series often up to 46 µM), inactives show at the highest dose activity change, negative = cytotoxicity, usual class: inhibitors. 0.16% of 390,000 active. AID 504648; further: potency means the concentration at half of the fitted maximal effect; on the % scale 0 is the no-effect control and ±100 the full control effect
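A549 ARE-Fluc cells in 5% FBS OPTI-MEM, 5000 cells/well, rested 2 h then exposed to compounds in concentration-response for 18-24 h at 37 °C. Viability by CellTiter-Fluor fluorescence (Ex 405/Em 525) after 30 min; luciferase luminescence (BugLite, 15 min, RT) read afterwards.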
TGFb inhibitor: TGF-b pathway inhibition. HepG2 CAGA-GFP TGF-b/SMAD3 reporter, GFP fluorescence, 18 h; TGF-beta stimulated, 500 pg/mL final. Potency, µM (titrated, usually from 46.1 µM), for inactives: at the top dose activity, negative = inhibition, actives largely listed as inhibitors. 1.2% of 410,000 active. AID 588855; further: potency means the concentration at half of the fitted maximal effect; on the % scale 0 is the no-effect control and ±100 the full control effect; nearly all actives have a fitted effect of over 65% in size
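Read-out: total well GFP (ex488/em500-530) summed from mean per-cell fluorescence. Cells: HEPG2 CAGA-GFP, 1% FBS DMEM, 18 h at 37 degrees C with 500 pg/mL final TGF-beta. Unstimulated wells served as the full-inhibition control; stimulated DMSO wells = 0%.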
MCF10A rereplic: inducers of DNA re-replication in MCF 10A breast cells | MCF 10A DNA re-replication, Hoechst nuclear intensity, 48 h | Potency, µM (highest dose often 46.1 µM), for inactives: top-dose activity, positive = re-replication, most hits filed as activators | 2.9% of 350,000 active | AID 624296; further: potency means the concentration at half of the fitted maximal effect; % of control where 0% means no effect; nearly all actives have a fitted effect of over 50% in size
* marks the source's active call; other numbers are inactive results; i = inactive; ? = inconclusive; · = not tested or not shown. Unless noted, the call rests on the fitted dose curve; in most records, active means well fitted curve in the direction sought with a large enough effect; inconclusive means small, poorly fitted or top-dose-only effect, or another doubt; inactive means no such curve, though single readings can be large; an effect the other way counts as inactive or inconclusive.

The opening 7 records, to show the layout:
Abbreviations: A = S2 tox; B = IL-1B inflam inh; C = ATXN2 expr inh; D = Nrf2 ARE act; E = Nrf2 inh; F = HepG2 tox; G = A549 tox; H = TGFb inhibitor; I = MCF10A rereplic
COc1ccc(C(=O)/C=C/c2cn(CC(O)CN3CCN(C)CC3)c3ccccc23)cc1OC (stereo not given)
  A: · | B: · | C: 1% | D: 17% | E: 3% | F: -187% | G: -12% | H: ? | I: 10µM*
CCCCc1c(O)nc(SCC(=O)Nc2ccc(OC)cc2)n(-c2ccc(C)c(C)c2)c1=O
  A: i | B: -3 | C: · | D: 6.6% | E: · | F: -43% | G: · | H: -20% | I: ·
Cc1cnc2cc([N+](=O)[O-])ccc2n1
  A: i | B: -14 | C: 25% | D: 2.8% | E: 3% | F: -2% | G: 2% | H: -5% | I: -2%
COc1ccc(C2CC(c3ccccc3)=NN2C(=O)COC(=O)COc2ccccc2)cc1 (stereo not given)
  A: i | B: 12 | C: 12% | D: 0.5% | E: 2% | F: 0% | G: 9% | H: 6% | I: -1%
COc1ccc(-c2cc(=O)oc3cc(OC(C)C(=O)NCc4ccccn4)ccc23)cc1 (stereo not given)
  A: i | B: -12 | C: -16% | D: 4.0% | E: ? | F: -14% | G: 9% | H: 2% | I: 24%
Cc1ccc(S(=O)(=O)/N=C/c2ccc(N(C)C)cc2)cc1
  A: i | B: 9 | C: 1% | D: -0.1% | E: 0% | F: -29% | G: -5% | H: -11% | I: -1%
CC(C)CC(NC(N)=O)C(=O)OCC(=O)Nc1ccc(OC(F)F)cc1 (stereo not given)
  A: i | B: -14 | C: -7% | D: -0.3% | E: 3% | F: -28% | G: 2% | H: -32% | I: -6%

All compounds of this part, from the start:
Abbreviations: A = S2 tox; B = IL-1B inflam inh; C = ATXN2 expr inh; D = Nrf2 ARE act; E = Nrf2 inh; F = HepG2 tox; G = A549 tox; H = TGFb inhibitor; I = MCF10A rereplic
COc1ccc(C(=O)/C=C/c2cn(CC(O)CN3CCN(C)CC3)c3ccccc23)cc1OC (stereo not given)
  A: · | B: · | C: 1% | D: 17% | E: 3% | F: -187% | G: -12% | H: ? | I: 10µM*
CCCCc1c(O)nc(SCC(=O)Nc2ccc(OC)cc2)n(-c2ccc(C)c(C)c2)c1=O
  A: i | B: -3 | C: · | D: 6.6% | E: · | F: -43% | G: · | H: -20% | I: ·
Cc1cnc2cc([N+](=O)[O-])ccc2n1
  A: i | B: -14 | C: 25% | D: 2.8% | E: 3% | F: -2% | G: 2% | H: -5% | I: -2%
COc1ccc(C2CC(c3ccccc3)=NN2C(=O)COC(=O)COc2ccccc2)cc1 (stereo not given)
  A: i | B: 12 | C: 12% | D: 0.5% | E: 2% | F: 0% | G: 9% | H: 6% | I: -1%
COc1ccc(-c2cc(=O)oc3cc(OC(C)C(=O)NCc4ccccn4)ccc23)cc1 (stereo not given)
  A: i | B: -12 | C: -16% | D: 4.0% | E: ? | F: -14% | G: 9% | H: 2% | I: 24%
Cc1ccc(S(=O)(=O)/N=C/c2ccc(N(C)C)cc2)cc1
  A: i | B: 9 | C: 1% | D: -0.1% | E: 0% | F: -29% | G: -5% | H: -11% | I: -1%
CC(C)CC(NC(N)=O)C(=O)OCC(=O)Nc1ccc(OC(F)F)cc1 (stereo not given)
  A: i | B: -14 | C: -7% | D: -0.3% | E: 3% | F: -28% | G: 2% | H: -32% | I: -6%
Cc1ccc2nc(SCc3nnc(-c4ccccc4)o3)[nH]c2c1
  A: i | B: 11 | C: 24% | D: 3.4% | E: 1% | F: -10% | G: -7% | H: -16% | I: 5%
Cc1cc(C)cc(-n2ccnc2SCC(=O)Nc2nc3ccccc3s2)c1
  A: i | B: · | C: -21% | D: 4.0% | E: · | F: -38% | G: 0% | H: 8% | I: ·
CCN(CC)c1ccc(C(=O)NNC(=O)CN2C(=O)NC(C)(c3ccccc3)C2=O)cc1 (stereo not given)
  A: i | B: -9 | C: 18% | D: 0.1% | E: 12% | F: 2% | G: 4% | H: -1% | I: 16%

Full records as entered above.
COc1ccc(C2CC(c3ccccc3)=NN2C(=O)COC(=O)COc2ccccc2)cc1 (stereo not given) is listed with S2 tox = i; IL-1B inflam inh = 12; ATXN2 expr inh = 12%; Nrf2 ARE act = 0.5%; Nrf2 inh = 2%; HepG2 tox = 0%; A549 tox = 9%; TGFb inhibitor = 6%; MCF10A rereplic = -1%
CCCCc1c(O)nc(SCC(=O)Nc2ccc(OC)cc2)n(-c2ccc(C)c(C)c2)c1=O is listed with S2 tox = i; IL-1B inflam inh = -3; ATXN2 expr inh = ·; Nrf2 ARE act = 6.6%; Nrf2 inh = ·; HepG2 tox = -43%; A549 tox = ·; TGFb inhibitor = -20%; MCF10A rereplic = ·

Following part.
Abbreviations: A = S2 tox; B = IL-1B inflam inh; C = ATXN2 expr inh; D = Nrf2 ARE act; E = Nrf2 inh; F = HepG2 tox; G = A549 tox; H = TGFb inhibitor; I = MCF10A rereplic
O=C1[C@@H]2[C@@H](CN3CN(c4ccccc4)N=C(c4ccccc4)[C@@]23c2ccccc2)C(=O)N1c1ccccc1
  A: ? | B: 0 | C: 3% | D: -0.7% | E: 2% | F: -44% | G: 6% | H: -16% | I: 5%
CCC(=O)N1c2ccccc2CC1C(=O)NCc1ccccc1Cl (stereo not given)
  A: i | B: · | C: 3% | D: 0.5% | E: · | F: 8% | G: -1% | H: -2% | I: ·
O=C1Nc2ccccc2S/C1=C/NCc1ccccc1Cl
  A: i | B: -6 | C: 25% | D: 0.3% | E: 2% | F: 2% | G: -1% | H: -10% | I: 1%
O=C(CCC(=O)N1CCN(c2ccc(F)cc2)CC1)c1ccc(Cl)cc1
  A: i | B: 0 | C: -15% | D: 0.3% | E: -1% | F: 1% | G: -4% | H: -18% | I: -8%
O=C(c1ccccc1)C1CN(c2ccccc2)CC1c1ccc(Cl)cc1 (stereo not given)
  A: i | B: 12 | C: -8% | D: -0.6% | E: 3% | F: 5% | G: -3% | H: -2% | I: 1%
Cc1ccc(/C(N)=N/OC(=O)Cc2ccccc2)cc1
  A: ? | B: 8 | C: 12% | D: 2.7% | E: 9% | F: -6% | G: -4% | H: 4% | I: 1%
Cc1ccccc1N1CCN(S(=O)(=O)Cc2ccccc2)CC1
  A: i | B: 2 | C: 5% | D: 2.4% | E: 1% | F: -20% | G: -5% | H: 3% | I: 15%
CCOc1ccc(N2CC(NC(=O)Cc3ccccc3)CC2=O)cc1 (stereo not given)
  A: · | B: · | C: · | D: 1.8% | E: · | F: 6% | G: 5% | H: 27% | I: ·
Cc1nn(-c2ccccc2)c(C)c1NC(=O)CCl
  A: ? | B: -95* | C: 38% | D: ? | E: -1% | F: 3% | G: -14% | H: 1% | I: 9%
Cc1nc(NC(=O)CSc2nc3cccnc3n2Cc2ccccc2)sc1C
  A: ? | B: -21 | C: ? | D: -1.0% | E: ? | F: -37% | G: -28% | H: -12% | I: 23µM*
COc1ccc(Cc2nnc(SCC(=O)Nc3ccc(N4CCOCC4)cc3)n2C)cc1
  A: i | B: 15 | C: -3% | D: 1.9% | E: 3% | F: -25% | G: 4% | H: 7% | I: -16%
COc1ccc(OCC(=O)NC2CCCCCCC2)cc1
  A: i | B: -1 | C: -14% | D: -0.4% | E: ? | F: 14% | G: 5% | H: -14% | I: 1%
